# Assay outcomes from PubChem BioAssay.
# DAX1 inh-1 – DAX1 (NR0B1) inhibitors on StAR promoter, primary screen, cell-based, luminescence, SF-1 (NR5A1), full-length DAX-1. AID 652010, 2013. 1.1% of 370,000 active. inhibition, % at 6.8 µM. HEK293T StAR-luciferase reporter, SF-1/DAX-1 repression relief;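 active = inhibition above the mean over all tested compounds plus 3 SD, cut at about 3.6% in these data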;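 note: 0% = DAX-1 cells with DMSO and 100% = cells lacking DAX-1 with DMSO; higher inhibition means more luminescence from relief of DAX-1 repression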
# ADAM17 inh – ADAM17 inhibitors, primary screen, biochemical, QFRET; Disintegrin and metalloproteinase domain-containing protein 17 (Homo sapiens), P78536; recombinant ADAM17, EDANS/DABCYL FRET peptide cleavage; inhibition, % at 6.95 µM; 0.83% of 370,000 active; AID 720648, 2013;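 active = inhibition above the mean of compounds lying between control limits plus 3 SD, set per campaign, cut at about 8.5% in these data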;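 note: 0% = DMSO-only wells as the low control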
# PG9 Ab binder – binders of HIV-1 gp120 antibody PG9, primary screen, biochemical, TR-FRET; HIV-1 gp120 / PG9 antibody interaction; TR-FRET gp120-PG9 antibody binding; inhibition, % at 6.7 µM; 0.43% of 360,000 active; AID 624416, 2012; in the data active = inhibition above about 8.5%
# ADAM10 inh – human ADAM10 inhibitors, primary screen, biochemical, QFRET, HTS; 0.62% of 370,000 active; AID 720582, 2013; recombinant ADAM10, EDANS/DABCYL FRET peptide cleavage, 3 h; inhibition, % at 7 µM;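 active = inhibition above a per-campaign cutoff equal to the mean of compounds falling between control-based bounds plus 3 SD, cut at about 20% in these data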;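 note: 0% = DMSO wells while the 100% control is not disclosed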
# Target sequence (O14672 214-748 limits assumed): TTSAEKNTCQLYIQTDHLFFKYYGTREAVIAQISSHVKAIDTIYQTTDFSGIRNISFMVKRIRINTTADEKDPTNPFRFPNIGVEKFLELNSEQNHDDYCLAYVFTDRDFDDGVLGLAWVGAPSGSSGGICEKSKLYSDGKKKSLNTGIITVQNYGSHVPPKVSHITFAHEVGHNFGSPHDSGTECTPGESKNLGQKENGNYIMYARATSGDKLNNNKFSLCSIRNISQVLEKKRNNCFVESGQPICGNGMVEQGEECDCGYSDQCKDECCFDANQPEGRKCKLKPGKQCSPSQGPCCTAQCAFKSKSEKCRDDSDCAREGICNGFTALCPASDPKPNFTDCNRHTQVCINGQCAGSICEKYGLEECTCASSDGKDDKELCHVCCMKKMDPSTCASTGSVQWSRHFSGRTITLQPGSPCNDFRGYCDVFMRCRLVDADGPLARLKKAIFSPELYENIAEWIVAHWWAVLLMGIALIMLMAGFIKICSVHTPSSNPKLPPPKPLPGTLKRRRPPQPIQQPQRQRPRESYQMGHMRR
# GC-A act – GC-A stimulated cGMP production enhancers – HEK293 GC-A cells, cGMP TR-FRET, EC30 ANP, primary screen | activation, % at 10 µM | 0% at EC30 ANP, 100% saturating ANP | 0.14% of 370,000 active | AID 1671463, 2021; in the data active = activation above about 40%
# DAX1 inh-2 – DAX1 (NR0B1) inhibitors, primary screen, cell-based, HEK293, Gal4-DAX1, luciferase luminescence; 0.99% of 340,000 active; AID 504766, 2011; Nuclear receptor subfamily 0 group B member 1 (Homo sapiens), P51843; inhibition, % at 6.75 µM; HEK293 Gal4-DAX1 luciferase reporter;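 active = inhibition above the mean over all tested compounds plus 3 SD, cut at about 4.2% in these data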;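 note: 0% = DAX1-transfected cells with DMSO and 100% = empty-vector control cells with DMSO; inhibition shows as a rise in luminescence from relieved DAX1 repression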
# Target sequence (P51843 207-470 limits assumed): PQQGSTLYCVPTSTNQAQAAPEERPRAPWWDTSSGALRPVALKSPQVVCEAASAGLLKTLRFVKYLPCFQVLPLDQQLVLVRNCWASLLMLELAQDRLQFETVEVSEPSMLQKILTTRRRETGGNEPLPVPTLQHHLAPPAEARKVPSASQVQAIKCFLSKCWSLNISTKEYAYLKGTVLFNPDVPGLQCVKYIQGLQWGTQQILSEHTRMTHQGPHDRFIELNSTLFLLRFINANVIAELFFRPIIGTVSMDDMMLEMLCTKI
# ssDAF12 agonist – S. stercoralis DAF-12 nuclear receptor activators, primary screen, cell-based, luminescence, HEK293, GRIP1 co-expression, lit1-tk-luc; Nuclear hormone receptor DAF-12 (Strongyloides stercoralis); HEK293 ssDAF-12/GRIP1 lit1-tk-luc reporter; % of 3 µM dafachronic acid response; activation, % at 6.8 µM; AID 652126, 2013; 1% of 370,000 active;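 active = activation above the mean over all tested compounds plus 3 SD, cut at about 0.9% in these data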;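 note: 0% = DMSO-only wells and 100% = 3 µM delta7-dafachronic acid wells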
# SMARCA2 activ – SMARCA2 (BRM) function activators, primary screen, cell-based, luminescence, high throughput; 1% of 370,000 active; MG213 cells, MMTV-luciferase reporter, dexamethasone, overnight; activation, % at 9.1 µM; in the data active = activation above about 7.8%;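 note: 0% = vehicle wells and 100% = reference activator wells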
# hcDAF-12 act – H. contortus DAF-12 nuclear receptor activators, primary screen, cell-based, luminescence, HEK293, lit1-tk-luc reporter; activation, % at 6.8 µM; HEK293 hcDAF-12 lit1-tk-luc reporter; 0% DMSO, 100% Δ7-dafachronic acid; 1.4% of 370,000 active;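 active = activation above the mean of all tested compounds plus 3 SD, cut at about 5.5% in these data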;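 note: 100% = response to 3 µM Δ7-dafachronic acid high control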
# hgDAF12 agonist – H. glycines DAF-12 receptor agonists, primary screen, cell-based, luminescence, HEK293, GAL4 fusion, UAS-luciferase | Nuclear hormone receptor DAF-12 (Heterodera glycines), GAL4 fusion | HEK293 GAL4-hgDAF12 UAS-luciferase reporter, agonist luminescence; normalized to butyrate control | activation, % at 6.8 µM | 1.8% of 370,000 active | AID 687014, 2013;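 active = activation above a cutoff set at the mean of all screened compounds plus 3 SD, cut at about 10% in these data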;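 note: 0% = DMSO wells and 100% = sodium butyrate wells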
# FXN GAA850 act – FXN promoter activators, primary screen, cell-based, luciferase luminescence, HEK293 lucGAA850; HEK293 lucGAA850 FXN promoter luciferase reporter, 24 h; percent of 10 µM SAHA response; 0.56% of 360,000 active; activation, % at 6 µM; AID 540364, 2011;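 active = activation above the average of all compounds screened plus 3 SD, cutoff fixed separately per campaign, cut at about 7.5% in these data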;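 note: 0% = DMSO wells and 100% = 10 µM SAHA wells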
# * hit, by the source's call; / = no result given. Compounds as they come (roughly 6.8% active in at least one column).
canonical_smiles	DAX1 inh-1	ADAM17 inh	PG9 Ab binder	ADAM10 inh	GC-A act	DAX1 inh-2	ssDAF12 agonist	SMARCA2 activ	hcDAF-12 act	hgDAF12 agonist	FXN GAA850 act
O=C(OC1CC2CCC(C1)[N+]21CCCC1)C(O)(c1ccccc1)c1ccccc1 (stereo not given)	0.2	2	/	3	1	/	-1.5	-6	-0.7	1.4	/
Cc1ccc(-c2nc3sc(C#N)c(N)n3c(=O)c2C#N)cc1	-0.2	-2	0.0	-4	-38	4.8*	-0.3	4	2.5	8.7	2.2
C=CCN(CC(=O)NC1CCS(=O)(=O)C1)S(=O)(=O)c1ccccc1C(F)(F)F (stereo not given)	-0.6	1	-1.2	5	3	0.3	-1.0	2	-0.1	-1.3	2.1
COc1ccc(C(=O)NCCCNC(=O)c2ccccn2)cc1	2.6	-5	-2.1	-6	0	-0.2	-1.1	-2	1.1	0.5	0.5
O=C(NC1CC1)C1CCN(C2CCN(C(=O)c3ccc4cccc(F)c4n3)CC2)CC1	0.2	-7	-1.4	-6	-2	0.1	-1.6	-3	3.0	0.3	-0.5
Cc1ccc(-c2csc(N(Cc3ccco3)C(=O)c3cccs3)n2)cc1	0.4	-4	2.4	-12	-4	1.9	-0.9	-4	-0.4	4.3	-1.0
CCOC(=O)C1=C(C)NC2=C(C(=O)CC(C)(C)C2)C1c1coc2ccccc2c1=O (stereo not given)	0.0	-1	-1.9	1	-32	0.4	-1.1	-1	-0.1	-0.9	1.7
CCc1c(C)sc(NC(NC(C)=O)(C(=O)OC)C(F)(F)F)c1C#N (stereo not given)	0.2	-1	0.3	9	3	1.6	-0.3	-2	-0.1	-1.2	1.7
CC(C)(C)OC(=O)N(CCc1ccccc1)Cc1ccccc1OCc1cccc(NC(=O)C2CCC2)c1	-0.6	-2	-1.5	-15	1	-0.2	-1.0	-3	-1.2	3.8	-1.9
Cc1ccc([C@@H]2C[C@H]3[C@@H](CN2S(=O)(=O)c2ccc(Cl)cc2)C(=O)C[C@@H](c2ccc(Cl)cc2)N3S(=O)(=O)c2ccccc2C)cc1	-1.4	4	0.2	-16	0	2.9	-0.7	-2	-0.6	1.7	0.9
COc1ccc(NC2CCCN(C(=O)c3ccncc3)C2)cc1 (stereo not given)	2.0	-1	-0.9	-4	-2	1.1	-1.6	0	-0.2	1.3	0.4
Cc1ccc(/C=C/C(=O)OCC(=O)NCCN2C(=O)CSC2=O)o1	-0.2	-1	-1.4	2	-2	0.2	-0.9	-3	-0.6	2.1	-0.2

# 2 records picked at random from the list so far, as already listed:
canonical_smiles	DAX1 inh-1	ADAM17 inh	PG9 Ab binder	ADAM10 inh	GC-A act	DAX1 inh-2	ssDAF12 agonist	SMARCA2 activ	hcDAF-12 act	hgDAF12 agonist	FXN GAA850 act
COc1ccc(NC2CCCN(C(=O)c3ccncc3)C2)cc1 (stereo not given)	2.0	-1	-0.9	-4	-2	1.1	-1.6	0	-0.2	1.3	0.4
CC(C)(C)OC(=O)N(CCc1ccccc1)Cc1ccccc1OCc1cccc(NC(=O)C2CCC2)c1	-0.6	-2	-1.5	-15	1	-0.2	-1.0	-3	-1.2	3.8	-1.9

# Going on with the list:
canonical_smiles	DAX1 inh-1	ADAM17 inh	PG9 Ab binder	ADAM10 inh	GC-A act	DAX1 inh-2	ssDAF12 agonist	SMARCA2 activ	hcDAF-12 act	hgDAF12 agonist	FXN GAA850 act
O=C(O)c1nn(-c2ccccc2)ccc1=O	0.2	-6	0.6	-1	4	0.6	-0.9	-3	-0.9	0.9	-1.6
O=C(c1cccs1)N1C[C@@H](O)[C@H](n2cc(C3CC3)nn2)C[C@@H]1c1ccc(Cl)cc1	0.0	2	-2.2	-5	-3	-0.1	-1.1	-3	0.5	-6.0	-1.5
COc1cccc(CNc2nc(NCc3ccccc3)nc3ccsc23)c1	-2.3	3	-1.3	1	-9	/	-1.8	-8	-3.0	-3.3	-2.1
CN1CCC(NCCC(c2ccc(F)cc2)c2ccc(Cl)cc2)CC1 (stereo not given)	0.4	-1	-1.6	1	-50	0.7	-1.2	-2	2.0	-1.3	0.2
O=C1CCC(C(=O)Nc2ccccc2)N1 (stereo not given)	0.3	-1	-1.8	6	1	0.9	-1.0	1	1.7	-0.1	0.8
CCOC(=O)[C@]12CCC=C1N(Cc1ccco1)C(=O)[C@H](CC(=O)NCc1cccs1)C2	-0.8	-5	0.6	0	2	/	-0.8	3	-0.3	2.6	/
Cc1c(Cl)cccc1NC(=S)NN1CCOCC1	-0.3	-7	-0.7	0	4	1.5	-0.9	0	-1.8	-2.3	0.7
Cc1ccsc1/C=C/c1ccc2ccccc2n1	5.0*	-3	-1.1	-7	-2	1.0	3.0*	4	23*	16*	6.1
Cc1ccc(C(=O)NCC(c2ccc(F)cc2)N2CCOCC2)s1 (stereo not given)	-0.4	2	1.8	-4	-5	-0.5	-0.9	3	-1.3	2.1	-0.2
CCOc1ccc(C2CC=C(C(=O)O)CN2S(=O)(=O)c2ccc(C)cc2)cc1 (stereo not given)	0.4	0	/	-2	-1	/	-1.2	1	0.0	1.3	/
Cc1cc(C(=O)COC(=O)c2ccc(NC(=O)CC#N)cc2)c(C)n1C1CC1	3.3	-4	-0.2	-13	0	-0.5	-1.1	4	-1.4	3.5	3.6
Cc1ccc(N)cc1O	-1.8	-8	-3.9	-23	0	0.3	-0.5	-6	1.5	0.4	-0.8
Cc1nnc(C)n1/N=C/c1cccc([N+](=O)[O-])c1	-0.3	0	-2.7	-4	0	0.6	-1.1	-1	-1.7	-1.8	-1.4
CC(NC(=O)c1ccc(OC2CCN(C(=O)c3cccnc3)CC2)cc1)C1CC1 (stereo not given)	-0.9	1	1.1	3	-1	-1.2	-1.2	-2	-0.6	0.9	2.0
Cc1ccc(-c2csc3nc4cc(C(=O)NC5CCC(O)CC5)ccc4c(=O)n23)cc1 (stereo not given)	-1.2	-39	7.6	-143	3	-0.9	-1.5	2	-1.9	-0.3	-0.3
CCCCOCCCNC(=O)C[C@H]1C[C@@]2(C(=O)OC)C(=C[C@H](C(C)C)O[C@@H]2C2CC2)N(Cc2ccco2)C1=O	-0.3	1	/	5	-2	/	-1.8	-3	-3.0	2.1	/
CCOC(=O)C1(C)CCCCN1C(=O)c1ccoc1 (stereo not given)	0.6	-3	-0.6	-6	4	/	-0.5	2	-0.9	8.2	2.0
CCOC(=O)c1cccc(-c2cc(C(=O)OC)c3n(c2=O)CCC3)c1	-1.2	-15	/	-45	0	/	-1.0	1	-1.8	-3.1	/
COc1ccc(-n2nc3c(c2NC(=O)C2CC(=O)N(c4ccccc4)C2)CS(=O)(=O)C3)cc1 (stereo not given)	-1.1	-1	-0.7	-3	-3	1.1	-1.7	6	-1.8	0.8	1.8
Cc1ccc(-c2nnc3n2N=C(c2ccc4ccccc4c2)CS3)cc1	-3.2	-1	/	-3	-4	/	-2.1	-4	1.9	-0.3	/
N#CCCN(CCC#N)c1nncs1	0.3	-7	-1.9	-16	-1	0.2	-1.2	-1	-0.1	-0.3	-1.5
O=C(CCS(=O)(=O)c1ccc2c(c1)NC(=O)CS2)NCCc1ccc(Cl)cc1	-0.2	0	-3.4	11	-1	0.1	-1.2	4	2.9	1.3	-0.8
CCCCN1CCc2c1nc1ccc(Br)cc1c2N	0.7	-21	0.2	-49	14	-0.8	-1.1	5	3.8	2.6	1.4
Cc1cc(C)c(C#N)c(SCCS(=O)(=O)c2ccc(C(C)(C)C)cc2)n1	0.0	3	-1.5	4	3	0.3	-0.3	-2	-0.4	-2.5	0.2
Oc1ccc(Br)cc1-c1cc(-c2ccc(Cl)cc2)n[nH]1	0.1	4	-0.3	4	2	0.1	0.1	2	4.2	6.0	1.1
CCC(=O)Nc1ccc(N2CCCCC2)c(C(=O)Nc2ccccc2C)c1	-0.2	0	-3.3	13	-8	-0.6	-0.5	-3	-1.7	-3.9	0.1
CCN(C(=O)COC(=O)Cn1cnc2c1c(=O)n(C)c(=O)n2C)C1CCS(=O)(=O)C1 (stereo not given)	-0.7	0	-0.5	-7	-1	0.5	-0.1	-3	-1.2	0.9	1.0
Cc1cccc(C(=O)NC2C(=O)NNC2c2ccc(Cl)cc2)c1 (stereo not given)	0.1	2	-1.4	1	-3	0.7	0.0	-3	-0.2	-1.9	0.4
CCN(CC)CCN(C(=O)C1=COCCO1)c1nc2c(OC)ccc(OC)c2s1	-0.4	-2	-0.2	2	-2	0.9	-1.2	2	-0.8	-1.0	-0.6
Cc1ccc(S(=O)(=O)n2cnc3cc([N+](=O)[O-])ccc32)cc1C	-0.9	4	-1.4	8	2	1.0	-1.7	1	-1.9	-1.5	-1.8
Cc1ccc(S(=O)(=O)/N=S(\C)C(C)C)cc1 (stereo not given)	0.6	-1	-3.2	-1	-5	0.9	-1.6	5	-1.4	4.1	1.0
CC(C)(CC(=O)O)CC(=O)O	0.3	-4	-1.6	5	0	2.1	-1.3	-1	0.4	0.6	0.5
O=C(CSc1nc(=O)n2ccccc2n1)Nc1cccc2ccccc12	0.8	-1	0.0	-2	2	0.5	1.0*	-3	1.7	1.6	-0.3
COc1ccc(NC(=O)CN2C(=O)C(C)Oc3ccccc32)cc1 (stereo not given)	0.5	-4	-1.9	-6	-1	0.6	-1.2	0	-1.0	-0.8	-0.9
COc1ccc(C(=O)OC(C(=O)c2ccccc2)c2ccccc2)cc1 (stereo not given)	-1.4	3	0.6	10	-5	-0.2	-0.9	-2	-1.4	-1.3	1.2
CCc1ccc(CN2CCC(n3nccc3NC(=O)c3ccccc3C)CC2)cc1	-3.0	1	-0.5	-2	-3	-0.9	-1.5	-2	-1.0	-3.5	-0.2
OC(c1ccc(-c2ccccc2)cc1)c1ncc(-c2ccc(F)cc2)[nH]1 (stereo not given)	0.6	11*	2.1	19	-4	/	-1.6	-2	-1.7	2.1	1.1
O=C(CCCC(=O)c1ccccc1)NCCc1ccccc1	-0.1	-7	-0.9	-2	0	-1.3	-0.7	-2	-1.4	0.2	0.3
Cc1cc(NC(=O)c2ccccc2F)nc2c1c(=O)oc1ccccc12	0.1	-6	2.2	-9	24	-0.2	-0.5	0	1.0	4.4	1.2
O=C(C[n+]1cccc(CNC(=O)c2ccc(OC(F)F)cc2)c1)Nc1ccc(F)cc1	-0.6	-4	-0.1	4	-2	-0.4	0.0	-3	4.5	-0.1	0.7
CCC(C)(C)n1nnnc1CN1CCC(NC(=O)c2ccc(Br)cc2)CC1	-1.4	-1	-2.2	6	0	-1.6	-1.1	0	-1.2	-2.8	-2.0
